CaV13 FRET inh: Disruptors of the CACNA1D IQ motif to Ca2+-dependent inactivation inhibitor domain association, primary screening, Förster resonance energy transfer in intact living …; HEK cells, CFP/YFP FRET ICDI-IQ, plate reader, 10 min; percent FRET-ratio fall versus neutral wells; inhibition, % at 12.3 µM; actives 0.098% (n = 340,000); AID 743397;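 active means mean replicate inhibition of at least 30% and at least 1% of replicates passing that level; inconclusive means only one of the two criteria is met; inactive means neither criterion is met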;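 further: 0% = median of the neutral control wells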
ABCB6 inh MLPCN: blocks the human ABCB6 transporter; Q9NP58; K562-ABCB6 porphyrin accumulation, flow cytometry, 1 h; stronger effect = lower value; fluorescence ratio to DMSO, % at 10 µM; actives 0.19% (n = 360,000); AID 602162;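 active means fluorescence ratio to DMSO below 75%, the collection mean minus 3 SD; inconclusive means too few cells collected in the well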;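 further: signal is porphyrin accumulated inside mitochondria; 100% equals median channel fluorescence of DMSO control wells; lower ratio means ABCB6 inhibition with less porphyrin fluorescence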
Glyco luc inh: N-linked glycosylation inhibition | D54 ERlucT glycosylation luciferase reporter, 24 h; percent of 100 nM tunicamycin response | reporter increase, % at 12.5 µM | actives 0.23% (n = 360,000) | AID 588692;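 active means mean luciferase reporter signal, scaled so untreated is 0 and the glycosylation-blocking control 100, at or above a set limit in every replicate; inconclusive means mean reaches the limit but not every replicate does; inactive means mean below the limit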;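 further: luciferase carries N-glycosylation sites so blocking glycosylation raises the light; 0% = median of neutral control wells and 100% = median of 100 nM tunicamycin wells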
MC4R antag cAMP: antagonists of human melanocortin 4 receptor (MC4R); MC4R-expressing cells, MTII-stimulated cAMP, LANCE TR-FRET; inhibition, % at 6.5 µM; AID 540295; actives 0.48% (n = 360,000); P32245;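 active means inhibition above its plate's cutoff, the mean of tested wells on that plate plus 3 SD, cut at about 29% in these data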;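 further: 0% = Melanotan II alone and 100% = Melanotan II plus saturating MCL0020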
Target sequence (P32245 whole entry, looked up): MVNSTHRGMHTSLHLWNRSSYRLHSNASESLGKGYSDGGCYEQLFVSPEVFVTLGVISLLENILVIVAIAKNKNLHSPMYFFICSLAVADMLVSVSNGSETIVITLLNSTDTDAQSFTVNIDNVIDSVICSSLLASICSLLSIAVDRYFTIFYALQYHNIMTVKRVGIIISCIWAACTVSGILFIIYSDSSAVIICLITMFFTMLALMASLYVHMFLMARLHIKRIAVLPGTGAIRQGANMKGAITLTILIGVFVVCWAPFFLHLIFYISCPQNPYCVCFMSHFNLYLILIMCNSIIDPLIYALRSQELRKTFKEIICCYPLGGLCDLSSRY
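Test system: U2OS cells stably expressing human melanocortin 4 receptor (MC4R); also added: Melanotan II challenge; compound: 6.5 µM single dose; timing: 30-min compound preincubation, 1-h Melanotan II challenge, 1-h detection, room temperature; signal: Eu-cAMP/anti-cAMP TR-FRET, emission 671 nm; repeats: one well per compound, no replicates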
MC4R barr agon: human MC4R agonism via beta-arrestin; activation, % at 8.9 µM; P32245; actives 0.98% (n = 360,000); U2OS MC4R beta-arrestin complementation, luminescence; percent of melanotan II response, DMSO zero;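 active means activation above a per-plate cutoff, the mean activation of sample wells on that plate plus 3 SD, cut at about 8% in these data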
Granule exo inh: blocks lytic granule exocytosis; TALL-104 LAMP-1 surface exposure, flow cytometry; cells stimulated with thapsigargin and PMA; inhibition, % at 10 µM; actives 0.66% (n = 360,000);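 active means inhibition above about 55%, limit read from the data; inconclusive means no clear call, values can overlap the other calls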
H9c2 protect: myocardial damage modulation in H9c2 cells | H9c2 cardiomyocytes, H2O2 injury protection, ATPLite, 2 h | protection from H2O2 cell death, % at 20 µM | actives 0.63% (n = 360,000) | AID 588492;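 active means compounds giving at least 50% protection of heart cells from peroxide-induced death in the single-dose screen, raw or plate-pattern-corrected value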;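 further: 0% = DMSO wells with peroxide and 100% = DMSO wells without peroxide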
HTR2A ag: mouse HTR2A agonism via beta-arrestin recruitment; activation, % at 7.6 µM; actives 0.66% (n = 360,000); CHO-K1 mHTR2A beta-arrestin complementation, luminescence; percent of 30 µM serotonin response;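 active means activation above a run cutoff, the mean activation of all tested compounds plus 3 SD, cut at about 14% in these data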;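 further: 0% = plate median of compound wells and 100% = 30 µM serotonin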
PDI turbidity: PDI (human) enzyme inhibition; P07237; inhibition, % at 10 µM; AID 588391; actives 0.052% (n = 350,000); PDI insulin aggregation turbidity, A650, 90 min;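 active means mean inhibition across replicates of 30% or more, whatever share of single replicates reach that level; inconclusive means mean inhibition below 30% while every single replicate reaches 30%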;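 further: absorbance from insulin aggregation driven by PDI reduction with DTT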
Target sequence (P07237 whole entry, looked up): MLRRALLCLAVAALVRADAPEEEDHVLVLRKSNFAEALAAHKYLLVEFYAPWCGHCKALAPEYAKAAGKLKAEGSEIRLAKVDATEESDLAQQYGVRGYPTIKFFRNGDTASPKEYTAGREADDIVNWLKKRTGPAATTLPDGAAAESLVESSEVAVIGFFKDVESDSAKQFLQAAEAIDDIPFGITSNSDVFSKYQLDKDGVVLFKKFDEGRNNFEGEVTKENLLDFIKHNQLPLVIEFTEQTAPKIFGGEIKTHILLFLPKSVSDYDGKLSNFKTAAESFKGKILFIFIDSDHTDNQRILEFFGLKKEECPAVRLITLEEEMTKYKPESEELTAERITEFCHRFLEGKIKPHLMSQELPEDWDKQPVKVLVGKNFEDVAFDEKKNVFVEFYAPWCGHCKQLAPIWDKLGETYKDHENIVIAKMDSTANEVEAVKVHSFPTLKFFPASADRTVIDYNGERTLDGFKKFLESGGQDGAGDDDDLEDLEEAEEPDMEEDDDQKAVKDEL
ABHD5-PLIN5 inh: inhibitors of human ABHD5-perilipin-5 interaction; Q00G26+Q8WTS1; Split G. princeps luciferase complementation, luminescence, 4 h; inhibition, % at 4 µM; actives 0.78% (n = 360,000); AID 602281;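 active means inhibition above the mean inhibition across every tested compound plus 3 SD, cut at about 22% in these data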;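 further: 0% = DMSO only wells and the 100% control is not disclosed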
* hit, by the source's call; ? = inconclusive; / = not tested or not shown.

SMILES | CaV13 FRET inh | ABCB6 inh MLPCN | Glyco luc inh | MC4R antag cAMP | MC4R barr agon | Granule exo inh | H9c2 protect | HTR2A ag | PDI turbidity | ABHD5-PLIN5 inh
Cc1cn([C@H]2C[C@H](O)[C@@H](/C=C/C(=O)NCc3ccc(N(C)C)cc3)O2)c(=O)[nH]c1=O | -5 | 95 | 1 | / | / | 0 | 2 | -1 | / | -4
COc1ccc(OC)c(C2=NNC(=NCc3ccc4c(c3)OCO4)SC2)c1 | -6 | 104 | -3 | -8 | -1.3 | 7 | 39 | -2 | 4 | -12
CC(C)CC(NC(=O)C(CC(C)C)NC(=O)OC(C)(C)C)C(N)=O (centres undefined) | / | 101 | -1 | 11 | -1.2 | -1 | 5 | 0 | 16 | -1
Cc1nn(-c2ccccc2)c(C)c1C(=O)OCC(=O)N1CCN(S(=O)(=O)c2ccccc2)CC1 | -5 | 101 | -6 | -7 | 2.8 | 0 | 5 | 1 | 4 | -2
Cc1nnc(NC(=O)Cn2cnc3c2c(=O)n(C)c(=O)n3C)s1 | -4 | 95 | 0 | -6 | 1.1 | -3 | -2 | 1 | -4 | 4
Oc1ccccc1C1=NCCNC(C(F)(F)F)=C1 | -4 | 98 | 1 | 2 | -0.9 | -1 | 8 | 2 | 5 | 9
COCCCNCCCCOc1ccc(Br)cc1C | -4 | 97 | 0 | 17 | 3.8 | 0 | 14 | -3 | 1 | 13
CCOC(=O)Cc1c(C)nc(-c2ccccc2)[nH]c1=O | / | 89 | 1 | 13 | 0.2 | 0 | 1 | 2 | -2 | -2
CCc1cc(OCCOCCN(C)C)ccc1Cl | -4 | 101 | -3 | 24 | -0.4 | -4 | 5 | -7 | -4 | 5
COc1ccc(C(CC(=O)c2ccc(O)cc2)S(=O)(=O)c2ccc(C)cc2)cc1 (centres undefined) | -7 | 99 | -3 | -6 | -1.3 | -2 | -11 | -8 | 20 | -3
COc1cc(Br)c(/C=C/c2ccc3cccc(O)c3n2)cc1OC | -17 | 103 | ? | 17 | -2.0 | -3 | 19 | -6 | 11 | 2
COc1cc(NC(=O)c2ccc(Br)o2)ccc1NC(=O)C(C)C | -5 | 106 | 1 | 15 | 1.9 | 2 | -34 | -3 | 4 | -5
CCOc1ccc(/C(O)=C2/C(=O)C(=O)N(CCCn3ccnc3)C2c2cccs2)cc1Cl (centres undefined) | -5 | 95 | 0 | 4 | -0.8 | -2 | 7 | 0 | 2 | -5
CC12CCC(=O)C=C1CCC1C3CC(O)C(O)(C(=O)CO)C3(C)CC(O)C12F (centres undefined) | -8 | 90 | 2 | 0 | 1.1 | -1 | 7 | 0 | 1 | -1
O=C(Nc1nnc(C2CCCCC2)s1)c1cccs1 | -4 | 91 | -3 | 4 | 6.3 | 1 | -1 | 3 | -3 | 9
CC(C(=O)NC1CCCCC1)N1C(=O)c2cccc3cccc1c23 (centres undefined) | / | 91 | -1 | 1 | -3.3 | 6 | 1 | -8 | 8 | -14
CN(CC(=O)N1CCCC1)S(=O)(=O)c1cc(Cl)ccc1Cl | -8 | 96 | 1 | 0 | -0.1 | 0 | -2 | 11 | -4 | 2
CN(C)c1cccc2c1C(=O)c1ccccc1C2=O | / | 150 | 1 | -13 | -1.8 | -1 | -7 | -1 | 2 | 9
O=C(COC(=O)/C=C/c1ccccc1)NC(=O)NCc1ccccc1 | -2 | 99 | 3 | -4 | 1.7 | 5 | -1 | 9 | 11 | 2
CCc1noc(C)c1C(=O)Nc1cccc2ncccc12 | -6 | 107 | 1 | 8 | -0.7 | -2 | 6 | 10 | -6 | 5
COc1ccc(-c2csc(NC(=O)c3ccccc3S(C)(=O)=O)n2)cc1 | 2 | 96 | 0 | -4 | -2.0 | 2 | 8 | 1 | -3 | 2
CCCCn1nnnc1C(c1ccccc1OC(F)(F)F)N1CCN(C/C=C/c2ccccc2)CC1 (centres undefined) | -4 | 93 | -3 | / | / | 13 | -8 | -4 | / | -4
COc1ccc(S(=O)(=O)N(C)C)cc1NC(C)C(=O)Nc1cccc(C#N)c1 (centres undefined) | 5 | 93 | 11 | 4 | 0.3 | 0 | -8 | 0 | -2 | -1
COc1ccc(CC(=O)N(C)c2ccccc2)cc1S(=O)(=O)N1CCOCC1 | -17 | 103 | -1 | -4 | -0.3 | -4 | 4 | -4 | 4 | -5
Clc1ccc(C[n+]2cc(-c3ccccc3)n3c2CCC3)cc1 | -4 | 94 | 1 | 7 | -1.0 | -9 | -8 | -3 | 2 | -2
O=C(NCC1CCCO1)c1ccc(S(=O)(=O)N2CCCCC2)cc1 (centres undefined) | -2 | 91 | -1 | 0 | -2.1 | 2 | -5 | 2 | 2 | -3
COCC1CCN(Cc2nc(-c3ccc(OC)cc3)no2)CC1 | -6 | 101 | 2 | 5 | -2.0 | -3 | 10 | 8 | 4 | 2
Cn1cnnc1SCC(=O)Nc1cccc(S(=O)(=O)N2CCCCCC2)c1 | -8 | 94 | -2 | 0 | 2.8 | -2 | 6 | 3 | -5 | 3
O=C(NCC1CCN(Cc2ccccc2F)CC1)Nc1cc(F)ccc1F | -3 | 104 | -2 | 13 | 0.2 | 18 | -8 | -3 | 14 | 2
COCCCn1c(C(=O)NC2CCCCC2C)cc2c(=O)n3cccc(C)c3nc21 (centres undefined) | -7 | 98 | 6 | 3 | -1.0 | 1 | 13 | 3 | -6 | -1
Nn1c(Cc2cccc3ccccc23)nnc1SCc1c(Cl)cccc1Cl | -5 | 93 | -3 | -8 | 1.2 | -9 | -6 | -1 | -2 | -7
CCCOC1CCCN(C(=O)c2ccc(OC)c(OC3CCN(C(C)C)CC3)c2)C1 (centres undefined) | -5 | 97 | 1 | 5 | -3.0 | 1 | 9 | 8 | -8 | -4
CC(=O)Oc1ccc2c(C)c(CC(=O)N3CCN(C(=O)C4COc5ccccc5O4)CC3)c(=O)oc2c1C (centres undefined) | -7 | 101 | 0 | 11 | -0.5 | 13 | 48 | 0 | 22 | 7
CC1(O)C(=O)c2ccccc2N(c2ccccc2)C1=O (centres undefined) | / | 96 | -1 | 0 | 0.0 | -5 | 23 | 3 | 9 | 3
COc1cc(-c2nnn(CC(=O)NC3CCS(=O)(=O)C3)n2)ccc1OCc1ccccc1 (centres undefined) | 0 | 87 | 1 | -2 | -1.2 | 2 | 7 | -5 | -4 | 1
Cc1ccc(OCC(=O)N(Cc2ccc(N(C)C)cc2)C2CCS(=O)(=O)C2)cc1 (centres undefined) | -2 | 90 | -1 | 12 | -2.4 | 0 | 15 | 3 | -2 | 1

Arranged by value in MC4R barr agon (high to low): some entries from above.
canonical_smiles	MC4R barr agon
Cc1nnc(NC(=O)Cn2cnc3c2c(=O)n(C)c(=O)n3C)s1	1.1
CN(CC(=O)N1CCCC1)S(=O)(=O)c1cc(Cl)ccc1Cl	-0.1
CCOc1ccc(/C(O)=C2/C(=O)C(=O)N(CCCn3ccnc3)C2c2cccs2)cc1Cl (centres undefined)	-0.8

(continued)
SMILES | CaV13 FRET inh | ABCB6 inh MLPCN | Glyco luc inh | MC4R antag cAMP | MC4R barr agon | Granule exo inh | H9c2 protect | HTR2A ag | PDI turbidity | ABHD5-PLIN5 inh
CC1=CC(C)(C)n2c(O)c(N=NC(N)=S)c3cc(C)cc1c32 | -3 | 94 | -5 | -2 | 16* | -1 | -8 | -3 | -10 | -7
CCCCN(CCCNC(=O)C1CCCN(S(=O)(=O)CC)C1)Cc1ccccc1 (centres undefined) | / | 125 | 0 | 10 | -1.5 | -3 | 7 | 2 | -10 | -4
COc1cccc(NC(=O)CN(C)C(=O)c2cccc(S(=O)(=O)N3CCN(c4ccccc4)CC3)c2)c1 | -7 | 85 | -3 | 1 | 0.7 | 6 | -11 | 5 | 0 | -2
O=C1COc2ccc(C(=O)NC3CC3)cc2N1 | 1 | 93 | 2 | 4 | -1.9 | 1 | 0 | 5 | 5 | -3
CCC(C)NC(=S)N1CCN(Cc2ccc3c(c2)OCO3)CC1 (centres undefined) | 133* | 100 | 1 | 7 | -1.0 | -6 | -3 | 2 | -1 | -7
O=C(c1cccc(S(=O)(=O)N2CCc3ccccc32)c1)N1CCOCC1 | -2 | 102 | -1 | 3 | 0.2 | -14 | 4 | -3 | -1 | -6
CCOc1ccc(OCCSc2nc3ccccc3o2)cc1 | / | 93 | 1 | -7 | -1.9 | 0 | -26 | -2 | 1 | -3
CCCCCN(C(=O)CCC(=O)OCc1cc(C(C)=O)ccc1OC)c1c(N)n(CCCC)c(=O)[nH]c1=O | / | 97 | 2 | -2 | -0.2 | -1 | 14 | -4 | -4 | 8
CSc1cccc(NC(=O)CSc2ccccc2)c1 | -5 | 98 | -2 | -7 | -0.1 | -2 | -9 | -2 | -3 | -1
O=C(CSc1nnc(-c2cccnc2)o1)NNC(=O)c1ccc(Br)cc1 | -13 | 94 | -2 | 2 | -0.8 | -1 | 3 | -4 | -6 | -5
O=C(Nc1cccc(F)c1)Nc1ccc2c(c1)CCC2 | / | 97 | -4 | 14 | 6.8 | 24 | -14 | -5 | -3 | -5
Cc1nnc(NC(=O)CSc2cn(Cc3ccccc3)c3ccccc23)s1 | -5 | 98 | -2 | 1 | 5.8 | -1 | -10 | 1 | / | -10
CC1=NN(c2ccc(C)c(C)c2)C(=O)/C1=C\C=C\c1ccc([N+](=O)[O-])o1 | -4 | 127 | -15 | 19 | 1.5 | 19 | -18 | 3 | -5 | -1
CCOC(=O)c1cc2cc(OC)ccc2[nH]1 | -1 | 95 | -4 | -2 | 0.2 | 0 | -22 | -3 | 4 | -7
CCOCCCNC(=S)N1CCC(NC(=O)C2CCCCC2)CC1 | -5 | 97 | -1 | -7 | -1.9 | 3 | 0 | 1 | 7 | 0

Single records, as listed above. Order of screens: CaV13 FRET inh	ABCB6 inh MLPCN	Glyco luc inh	MC4R antag cAMP	MC4R barr agon	Granule exo inh	H9c2 protect	HTR2A ag	PDI turbidity	ABHD5-PLIN5 inh
Listed for `Cc1nnc(NC(=O)CSc2cn(Cc3ccccc3)c3ccccc23)s1` = -5	98	-2	1	5.8	-1	-10	1	/	-10
Listed for `CCOCCCNC(=S)N1CCC(NC(=O)C2CCCCC2)CC1` = -5	97	-1	-7	-1.9	3	0	1	7	0
Listed for `CSc1cccc(NC(=O)CSc2ccccc2)c1` = -5	98	-2	-7	-0.1	-2	-9	-2	-3	-1
Listed for `O=C(CSc1nnc(-c2cccnc2)o1)NNC(=O)c1ccc(Br)cc1` = -13	94	-2	2	-0.8	-1	3	-4	-6	-5
Listed for `CCCCN(CCCNC(=O)C1CCCN(S(=O)(=O)CC)C1)Cc1ccccc1` (centres undefined) = /	125	0	10	-1.5	-3	7	2	-10	-4

Compounds as they come; overall some 4.2% were active at least once.
